Bioassay records: PubChem, several laboratories
Keap1 Nrf2 FP: Keap1-Nrf2 protein-protein interaction inhibitors, primary screen, biochemical, fluorescence polarization, single point; Kelch-like ECH-associated protein 1 (Homo sapiens), Q14145; inhibition, % at 9.4 µM; Keap1 Kelch-Nrf2 peptide fluorescence polarization, 1536-well; AID 504523, 2011; hit rate 0.15% among 340,000; in the data active means inhibition above about 12%;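 further: human Keap1 Kelch domain with fluorescein labeled Nrf2 9mer peptide probe; 0% = neutral control wells and 100% = peptide positive control; higher means more block of Keap1 binding to Nrf2 peptide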
LANA DNA inh: inhibitors of KSHV C-LANA binding to DNA, primary screen, biochemical, fluorescence polarization, FAM-LBS DNA, MBP-C-LANA, single point; inhibition, % at 9 µM; hit rate 0.078% among 340,000; AID 504423, 2011;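 active means highest replicate inhibition at or above 60% at 9 µM, even if other replicates fall short; inactive means all replicates below 60% inhibition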;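 further: 0% = neutral control wells and 100% = 4 µM acridine orange control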
DAGLB inhibitor: DAGLB lipase inhibitors, primary screen, biochemical, fluorescence, HTS; inhibition, % at 5.17 µM; Diacylglycerol lipase-beta (Homo sapiens), Q8NCG7; HEK293T DAGLB membrane lysate, EnzChek fluorogenic substrate; hit rate 0.059% among 340,000; AID 504411, 2011; in the data active means inhibition above about 34%;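 further: 0% = enzyme with vehicle and 100% = wells lacking enzyme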
CAL PDZ FP-1: untagged CAL PDZ binding inhibitors, primary screen, biochemical, fluorescence polarization, HTS. inhibition, % at 24.9 µM. AID 602252, 2012. Golgi-associated PDZ and coiled-coil motif-containing protein (Homo sapiens), Q9HD26. purified CAL PDZ, TMR-peptide fluorescence polarization, 1 h. hit rate 0.92% among 300,000;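 active means mean inhibition of at least 30% with at least half of replicates also reaching 30%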;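 further: 0% = DMSO neutral control and 100% = excess unlabeled competitor peptide PRC23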
V-ATPase pH: regulators of yeast V-ATPase proton pumping, primary screen, pHLuorin cytosolic pH fluorescence. S. cerevisiae. response, % at 10 µM. hit rate 0.37% among 350,000; in the data active means response mostly above about 7.3%, no sharp cut-off; inactive means mostly below about 5.4%; further: actives read high; inactives centre near 0; some compounds called inactive have numbers as strong as hits
CAL PDZ FP-2: CAL PDZ peptide-binding inhibitors, primary screen, biochemical, fluorescence polarization, Cer-tagged CAL PDZ, HTS. Golgi-associated PDZ and coiled-coil motif-containing protein (Homo sapiens), Q9HD26. purified CAL PDZ, TMR-peptide fluorescence polarization, 1 h. inhibition, % at 20 µM. hit rate 0.02% among 330,000. AID 504414, 2011;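 active means highest replicate inhibition of at least 40%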;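 further: plate controls were DMSO neutral control wells for no effect and unlabeled competitor peptide control wells for full effect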
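Test system: purified CerCALP PDZ construct; Compound dosing: one concentration, 20 µM compound; Also added: TMR-labelled reporter peptide T*-PRC34 bound in PDZ groove; Read-out: inhibition from polarization loss; Controls: unlabelled peptide and DMSO controls; Signal: FP readout, S and P plane fluorescence; Incubation: 1 h at RT.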
Pemphigus Ab inh: inhibitors of pemphigus antibody binding to DSG3, primary screen, biochemical, bead-based, flow cytometry, scFv-GFP; hit rate 0.48% among 310,000; Desmoglein-3 (Homo sapiens), P32926; AID 588358, 2011; binding (percent of control), % at 10 µM; DSG3-coupled beads, scFv-anti-DSG3-GFP binding; hits give low values;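 active means binding more than 3 SD below its plate's average and above zero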;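 further: hits lower antibody fragment binding to DSG3; some compounds called inactive have numbers as strong as hits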
Target sequence (P32926 whole entry, looked up, the tested form may be a part): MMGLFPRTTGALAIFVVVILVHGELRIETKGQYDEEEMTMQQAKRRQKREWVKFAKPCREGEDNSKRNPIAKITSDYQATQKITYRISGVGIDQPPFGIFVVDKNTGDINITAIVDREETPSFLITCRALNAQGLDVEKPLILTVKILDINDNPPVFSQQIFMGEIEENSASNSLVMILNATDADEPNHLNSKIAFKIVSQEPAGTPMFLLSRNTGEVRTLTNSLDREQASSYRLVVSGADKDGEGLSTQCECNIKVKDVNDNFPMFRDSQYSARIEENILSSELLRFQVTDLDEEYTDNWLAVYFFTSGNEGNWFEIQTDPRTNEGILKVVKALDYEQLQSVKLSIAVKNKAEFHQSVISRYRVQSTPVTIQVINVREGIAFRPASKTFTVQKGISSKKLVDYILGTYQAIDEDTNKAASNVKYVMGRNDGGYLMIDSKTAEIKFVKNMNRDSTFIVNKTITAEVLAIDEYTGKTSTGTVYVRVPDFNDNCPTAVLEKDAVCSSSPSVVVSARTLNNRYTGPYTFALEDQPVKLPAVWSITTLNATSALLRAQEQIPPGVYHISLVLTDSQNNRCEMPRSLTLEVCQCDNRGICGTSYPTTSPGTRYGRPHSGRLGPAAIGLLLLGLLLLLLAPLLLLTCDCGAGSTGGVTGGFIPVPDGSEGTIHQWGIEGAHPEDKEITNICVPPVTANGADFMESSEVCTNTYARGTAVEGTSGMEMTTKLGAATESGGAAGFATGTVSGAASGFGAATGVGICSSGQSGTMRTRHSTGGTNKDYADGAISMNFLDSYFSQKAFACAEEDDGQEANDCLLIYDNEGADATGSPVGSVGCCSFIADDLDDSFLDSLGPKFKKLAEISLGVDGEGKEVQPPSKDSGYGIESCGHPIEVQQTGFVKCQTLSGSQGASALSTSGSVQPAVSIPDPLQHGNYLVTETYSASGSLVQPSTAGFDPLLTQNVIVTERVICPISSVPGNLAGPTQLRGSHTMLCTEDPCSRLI
Cardiac RTF inh: cardiac RTF calcium sensitivity inhibitors, primary screen, biochemical, IANBD-TnC fluorescence, EC70 calcium; inhibition, % at 7.15 µM; AID 493244, 2011; hit rate 0.12% among 340,000; IANBD-labeled cardiac RTF, Ca2+ fluorescence; Troponin I, cardiac muscle (Homo sapiens) + Troponin T, cardiac muscle (Homo sapiens) + …;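 active means inhibition above the mean inhibition of all tested compounds plus 3 SD, cut at about 17% in these data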;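 further: assay run at fixed EC70 calcium of 1.6 mM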
Arrestin-AP2 inh: inhibitors of beta-arrestin/AP2 binding, primary screen, biochemical, GPCR trafficking, flow cytometry | beta-arrestin 1 C-terminal peptide binding to AP2 beta2-adaptin appendage (human) | FITC-arrestin peptide / GST-AP2 beads; AP2 beta2 appendage carries R879A mutation | inhibition, % at 10 µM | hit rate 0.31% among 340,000 | AID 504490, 2011;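 active means inhibition above a set limit, near 3 SD of compounds lacking own fluorescence, cut at about 54% in these data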;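 further: plate controls were DMSO wells for no effect and 5 µM unlabelled arrestin peptide for full effect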
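System: GST-tagged AP2 beta2-adaptin appendage (R879A) on 4 µm glutathione beads / Reagent: FITC-arrestin peptide, 50 nM / Detection: HyperCyt-sampled flow cytometry, FL1 channel, ex 488/em 535 nm / Timing: 12 min plus 1 h, RT / Buffer or medium: PBS plus Tween 20 (0.05%) and BSA (0.1%)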
NSD2 HMT inh: NSD2 histone methyltransferase inhibitors, primary screen, biochemical, AlphaScreen, single concentration, set 2. Histone-lysine N-methyltransferase NSD2 (Homo sapiens), O96028. NSD2 peptide methylation, 120 min. inhibition, % at 12.5 µM. hit rate 0.54% among 310,000; in the data active means inhibition above about 50%
Active calls of the source: *; x = not tested or not shown. These rows are one share of the data; the hit share may differ from the screen's.

SMILES | Keap1 Nrf2 FP | LANA DNA inh | DAGLB inhibitor | CAL PDZ FP-1 | V-ATPase pH | CAL PDZ FP-2 | Pemphigus Ab inh | Cardiac RTF inh | Arrestin-AP2 inh | NSD2 HMT inh
Cc1cc2oc(C(=O)NCCc3ccc(S(N)(=O)=O)cc3)cc(=O)c2cc1C | -2 | 0.0 | -1 | -5 | 0 | -1.5 | 95 | 0 | -3 | -2
COc1ccc(C)cc1NC(=O)COC(=O)Cc1c[nH]c2ccccc12 | x | x | -3 | x | 4 | x | 103 | x | x | 1
COc1cc(C(=S)N(C)C)ccc1O | 1 | 1.7 | -2 | -2 | 5 | 0.4 | 109 | -8 | -4 | 2
O=C(CN1C(=O)COc2ccccc21)NCCN1CCC(Cc2ccccc2)CC1 | -3 | -0.7 | -1 | 1 | 3 | x | 97 | -3 | 7 | 4
CCOC(=O)C1CCN(C(=O)CCN2C(=O)C3C4C=CC(C4)C3C2=O)CC1 (stereo not given) | -1 | -0.7 | -1 | -1 | 0 | -0.1 | 96 | -8 | 15 | 6
Cc1ccc(C(C)C)c(OCC(O)CN2CCN(CCO)CC2)c1 (stereo not given) | 0 | -1.8 | 0 | 1 | -3 | x | 117 | -5 | -8 | -2
COc1ccc(/C=C2\SC(=O)N(CC(=O)Nc3ccccc3O)C2=O)cc1OC | -3 | 0.2 | -2 | -10 | -1 | -1.4 | 106 | -9 | 4 | -2
Cn1c(SCC#N)nc2ccccc2c1=O | -1 | -1.2 | 3 | 0 | 13 | -2.2 | 96 | -3 | 8 | -1
O=C(OCCN1C(=O)c2ccccc2C1=O)c1cc(S(=O)(=O)N2CCOCC2)ccc1F | -10 | 0.6 | -2 | -3 | 1 | -2.1 | x | 2 | 7 | 2
CNC(=O)CSc1nc2nn(-c3ccccc3)c(=O)c-2c2n1CCCCC2 | -3 | -1.2 | -2 | x | 6 | -2.3 | 103 | -6 | 2 | 6
Cc1cc2ccccn2c1C(=O)c1ccc([N+](=O)[O-])o1 | -3 | -0.5 | 20 | 6 | 11* | -1.8 | 114 | -1 | 11 | 61*
O=C1c2ccc(Oc3cccc([N+](=O)[O-])c3)cc2C(=O)N1c1ccccn1 | -4 | -0.6 | 5 | 2 | 0 | -1.5 | 102 | -12 | 2 | 7
CN(Cc1ccco1)Cc1ccc(O)c2ncccc12 | -11 | -1.7 | -1 | -2 | -1 | -1.9 | 96 | 1 | -4 | x
Cc1cc(NC(=O)c2ccccc2F)n(C(C)(C)C)n1 | 1 | 0.6 | x | -4 | -2 | 0.3 | 94 | x | 4 | -1
O=C1OC(c2ccccc2)C(O)=C1c1ccccc1 (stereo not given) | -4 | -0.3 | 1 | x | 0 | 0.1 | 88 | 1 | -19 | -1
CCOC(=O)Cc1csc(NC(=O)CSc2nc(N)c3c(C)c(C)sc3n2)n1 | -3 | 2.6 | 1 | -1 | 3 | -1.3 | 93 | 4 | -8 | -5
Cc1cc(=O)n2[nH]cc(C(=O)O)c2n1 | 3 | 2.2 | 1 | -2 | 3 | -0.7 | 103 | -2 | 19 | -5
Cc1ccc(N(C)C(=O)c2cnn(-c3ccccc3)c2C)c(C)c1 | -1 | -1.0 | -1 | -1 | 4 | -0.4 | 110 | -4 | -3 | -1
O=C(/C=C/c1ccccc1)NC(N1CCOCC1)C(Cl)(Cl)Cl (stereo not given) | -3 | 0.3 | 4 | -18 | -2 | 0.0 | 109 | -9 | -7 | -3
CCOc1ccc(-n2nnnc2SCC(=O)Nc2cccc(O)c2)cc1 | 3 | 2.7 | -6 | -3 | 1 | -0.1 | 116 | -3 | 35 | -1
Oc1ccc(-c2nnc(SCc3ccccc3)o2)cc1 | -2 | -2.2 | -3 | 0 | -2 | -18 | 106 | 0 | -16 | -4
O=C(Nc1ccc(Oc2cccc(C(F)(F)F)c2)nc1)c1ccccc1 | 1 | -0.7 | -5 | -3 | -4 | 0.9 | 107 | 4 | 13 | -2
COc1ccc(-c2cc(C(F)F)n3ncc(C(=O)N4CCc5ccccc5C4)c3n2)cc1 | -5 | -1.0 | -8 | -3 | 1 | -5.0 | 93 | 5 | 5 | -3
O=C(CCN1c2ccccc2Sc2ccccc21)Oc1ccccc1 | -4 | 1.3 | -13 | -4 | -1 | 0.1 | 100 | 4 | 5 | 0
c1ccc2oc(NC3=NCN(C4CCCCC4)CN3)nc2c1 | x | x | x | x | -3 | x | 107 | x | -2 | -1
Other results follow.
SMILES | Keap1 Nrf2 FP | LANA DNA inh | DAGLB inhibitor | CAL PDZ FP-1 | V-ATPase pH | CAL PDZ FP-2 | Pemphigus Ab inh | Cardiac RTF inh | Arrestin-AP2 inh | NSD2 HMT inh
O=C(CNc1cccc([N+](=O)[O-])c1)NC(=O)NC1CCCCC1 | -4 | 2.1 | 1 | 1 | -1 | 0.6 | 114 | -9 | 6 | 2
COc1ccc(CC(=O)NNC(=O)c2ccccn2)cc1 | 0 | -1.4 | -1 | -7 | 3 | -1.5 | 119 | 4 | 33 | -2
COc1cccc(CNC(=O)CCC2CCCN(C(=O)c3ccc(C)nc3)C2)c1 (stereo not given) | -3 | 2.3 | 1 | 0 | 9.9* | -3.8 | 98 | -6 | -12 | -3
O=C(NC1CC1)c1ccc(S(=O)(=O)NCC2CCCCC2)cc1 | 3 | 3.5 | 4 | 0 | 0 | -1.7 | 92 | 5 | -4 | -3
COn1c(-c2ccccc2)nc2ncccc21 | 1 | 0.2 | -4 | 2 | 1 | 0.4 | 91 | 2 | 31 | 0
O=C(CCC(=O)c1ccc(F)cc1)Nc1cccc(S(=O)(=O)Nc2cccc(Cl)c2)c1 | -3 | 6.0 | 1 | -3 | -7 | -0.9 | 104 | 9 | 3 | 1
CCOC(=O)C(C(=O)OCC)[C@@H]1CS(=O)(=O)C[C@H]1C(C(=O)OCC)C(=O)OCC | -5 | 0.0 | -1 | -1 | 0 | -1.2 | 105 | -9 | 5 | -1
Cn1c(C(=O)N2CCCC(C(=O)NCCc3ccccc3)C2)cc2sccc21 (stereo not given) | -6 | -0.6 | 2 | 1 | 3 | -2.4 | 104 | -4 | 2 | 3
COc1cc(Cl)c(C)cc1NC(=O)CN(C)C1CCS(=O)(=O)C1 (stereo not given) | -6 | 1.3 | -1 | -5 | 3 | -1.8 | 103 | -4 | -5 | 5
O=c1cc(-c2cc3ccccc3o2)c2cc(O)ccc2o1 | -5 | -1.6 | 3 | -3 | 3 | -0.8 | x | -12 | 24 | 0
CC(=O)N1c2c(cc(Br)cc2S(=O)(=O)Nc2c(C)n(C)n(-c3ccccc3)c2=O)CC1C (stereo not given) | -1 | 0.5 | -1 | 3 | 0 | 0.0 | 100 | 4 | -6 | -19
COc1ccc(NC(=O)c2cccs2)cc1OC | -3 | -0.3 | -1 | x | 0 | 0.6 | 103 | -2 | 3 | -3
O=C(COc1ccc(Br)cc1Br)NN1C(=O)c2ccccc2C1=O | x | x | x | x | 0 | x | 89 | x | 13 | 1
CCN(CC)C(=O)Cn1cc(S(=O)(=O)CC(=O)NCCc2ccccc2)c2ccccc21 | -1 | -2.6 | -1 | -3 | -1 | -1.8 | 109 | -2 | -7 | 17
Cc1cc(C)cc(C(=O)NCC(=O)OCC(=O)N2CCCCC2)c1 | 2 | -0.8 | 0 | -5 | -1 | 0.3 | 96 | 3 | -13 | 5
CCCCN(CCCC)S(=O)(=O)c1ccc(N2CCCC2=O)c([N+](=O)[O-])c1 | 4 | -0.5 | 1 | -5 | 0 | x | x | -1 | -3 | 6
COc1cc(S(=O)(=O)N2CCN(C(=O)c3ccccc3F)CC2)c(OC)cc1NC(C)=O | -5 | -1.3 | 0 | -2 | -3 | -1.0 | 88 | -1 | 29 | -4
CC(COc1ccccc1)N1CCC(CO)(Cc2ccccc2)CC1 (stereo not given) | 1 | -1.6 | -1 | 1 | 0 | -1.0 | 104 | -6 | 8 | 0
CCn1cnc2sc(C(=O)Oc3ccc(Br)cc3)c(C)c2c1=O | -2 | 0.4 | x | 9 | 0 | 0.0 | 66 | x | -12 | -2
Cc1cccn2c(=O)c(C=Nc3ccccc3)c(NCc3ccco3)nc12 | -6 | 1.0 | -1 | 0 | -1 | -1.0 | 99 | -11 | 4 | x
Cn1nc(-c2ccc(C(=O)NCC3CCCO3)cc2)c2ccccc2c1=O (stereo not given) | -5 | -1.3 | 1 | -1 | -3 | -2.1 | 114 | -3 | 22 | -2

Of the compounds above, 3 have bromine:
SMILES | Keap1 Nrf2 FP | LANA DNA inh | DAGLB inhibitor | CAL PDZ FP-1 | V-ATPase pH | CAL PDZ FP-2 | Pemphigus Ab inh | Cardiac RTF inh | Arrestin-AP2 inh | NSD2 HMT inh
CC(=O)N1c2c(cc(Br)cc2S(=O)(=O)Nc2c(C)n(C)n(-c3ccccc3)c2=O)CC1C (stereo not given) | -1 | 0.5 | -1 | 3 | 0 | 0.0 | 100 | 4 | -6 | -19
O=C(COc1ccc(Br)cc1Br)NN1C(=O)c2ccccc2C1=O | x | x | x | x | 0 | x | 89 | x | 13 | 1
CCn1cnc2sc(C(=O)Oc3ccc(Br)cc3)c(C)c2c1=O | -2 | 0.4 | x | 9 | 0 | 0.0 | 66 | x | -12 | -2

Structures listed so far printed as active in NSD2 HMT inh.
SMILES | Keap1 Nrf2 FP | LANA DNA inh | DAGLB inhibitor | CAL PDZ FP-1 | V-ATPase pH | CAL PDZ FP-2 | Pemphigus Ab inh | Cardiac RTF inh | Arrestin-AP2 inh | NSD2 HMT inh
Cc1cc2ccccn2c1C(=O)c1ccc([N+](=O)[O-])o1 | -3 | -0.5 | 20 | 6 | 11* | -1.8 | 114 | -1 | 11 | 61*

Whole records, quoted from the list. Order of screens: Keap1 Nrf2 FP	LANA DNA inh	DAGLB inhibitor	CAL PDZ FP-1	V-ATPase pH	CAL PDZ FP-2	Pemphigus Ab inh	Cardiac RTF inh	Arrestin-AP2 inh	NSD2 HMT inh
COc1cc(Cl)c(C)cc1NC(=O)CN(C)C1CCS(=O)(=O)C1 (stereo not given) across the screens: -6	1.3	-1	-5	3	-1.8	103	-4	-5	5
O=C(COc1ccc(Br)cc1Br)NN1C(=O)c2ccccc2C1=O across the screens: x	x	x	x	0	x	89	x	13	1
